# Bioassay records from PubChem BioAssay.
# GlmU inhibition = inhibition of mycobacterial GlmU enzyme – biochemical, glucosamine-1-phosphate acetyltransferase (AID 1376) | Bifunctional protein GlmU (Mycobacterium tuberculosis (strain ATCC 25618 / H37Rv)) | M. tuberculosis GlmU acetyltransferase enzyme assay; higher % means a stronger effect | inhibition, %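 (tested at 30 µM in the primary screen)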; hits with a dose series show IC50 in µM | actives 0.25% (n = 220,000); in the data active means inhibition above about 13%;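 further: 0% = complete reaction with vehicle and 100% = reaction without substrate; strong numbers were not always called active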
# RmlCD inh 1536 = M. tuberculosis RmlC/RmlD coupled enzyme inhibitors, primary screen, biochemical, compound mixtures, 384-well, from 1536-well plates | dTDP-4-dehydrorhamnose reductase (Mycobacterium tuberculosis (strain ATCC 25618 / H37Rv)) … | RmlC+RmlD coupled enzyme assay, percent inhibition; primary screen in compound mixtures | inhibition, % at 3.6 µM | actives 0.03% (n = 160,000) | AID 1533, 2009; in the data active means inhibition mostly above about 34%, no sharp cut-off; further: some results filed as inactive read as strong as hits
# Target sequence (P9WH09 whole entry, looked up): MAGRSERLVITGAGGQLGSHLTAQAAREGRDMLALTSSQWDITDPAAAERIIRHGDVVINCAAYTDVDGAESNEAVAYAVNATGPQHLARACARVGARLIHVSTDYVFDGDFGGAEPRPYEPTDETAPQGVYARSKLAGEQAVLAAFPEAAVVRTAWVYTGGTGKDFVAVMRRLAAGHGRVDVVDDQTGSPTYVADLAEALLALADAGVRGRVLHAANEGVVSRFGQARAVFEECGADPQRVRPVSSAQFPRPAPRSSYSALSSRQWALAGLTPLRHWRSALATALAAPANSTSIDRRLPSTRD
# Target sequence (P9WH11 whole entry, looked up): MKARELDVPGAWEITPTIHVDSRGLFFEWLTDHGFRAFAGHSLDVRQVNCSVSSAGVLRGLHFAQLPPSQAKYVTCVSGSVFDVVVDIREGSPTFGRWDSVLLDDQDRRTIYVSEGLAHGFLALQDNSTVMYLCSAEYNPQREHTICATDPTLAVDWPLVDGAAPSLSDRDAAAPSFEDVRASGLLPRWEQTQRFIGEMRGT
# An asterisk follows results filed as active; x = not tested or not shown. These rows are one share of the data; the hit share may differ from the screen's.
SMILES,GlmU inhibition,RmlCD inh 1536
COc1ccc(C)cc1NC(=O)CCN1CC(C)OC(C)C1 (stereo not drawn),-7.4%,8
CN1CCN(Cc2cccc(Oc3ccccc3)c2)CC1,-3.2%,x
O=C(NCc1ccc2c(c1)OCO2)c1cccnc1Cl,1.8%,-15
CC1CCC(NC(=O)C2c3ccccc3C(=O)N2Cc2cccs2)CC1 (stereo not drawn),2.1%,12
Cc1cc(C)c(S(=O)(=O)N2CCOC2CNC(=O)C(=O)NCCc2c[nH]c3ccccc23)c(C)c1 (stereo not drawn),-0.4%,x
CC1(C)C([N+](=O)[O-])C(c2ccc(Cl)cc2)NC(c2ccc(Cl)cc2)C1[N+](=O)[O-] (stereo not drawn),2.2%,9
N=C1C(c2nc(-c3ccc(Br)cc3)cs2)=C(O)CN1NC(=O)c1ccc([N+](=O)[O-])cc1,-2.0%,-11
CCC(=O)NC(=S)NNC(=O)c1ccc(NC(=O)c2ccccc2)cc1,4.6%,-10
O=C(CCC1CCCN(C(=O)c2ccc3[nH]ccc3c2)C1)N1CCN(c2ccccn2)CC1 (stereo not drawn),-2.7%,0
COc1ccc(C(=O)N/C(=C\c2ccc([N+](=O)[O-])cc2)C(=O)NC(CCSC)C(=O)O)cc1 (stereo not drawn),-2.6%,2
OCCN(Cc1ccccc1)Cc1ccccc1Cl,-4.4%,-3
Cc1cc2cc(CNC(=O)c3cccc([N+](=O)[O-])c3)ccc2n1C,-3.0%,x
Cc1nc2ncnn2c(C)c1CCC(=O)NCCc1ccccc1,-4.4%,x
COc1ccc(NC(=O)C2CCN(C(=O)c3ccccc3)CC2)cc1OC,4.7%,10
N#Cc1c(Nc2ccc(F)cc2)sc(C(=O)c2ccc(F)cc2)c1N,1.9%,x
Cc1ccc(CNC(=O)CCNC(=O)c2ccc(Br)o2)cc1,0.7%,-2
O=C(CCN1C(=O)C2CCCCC2C1=O)NNC(=O)c1cccc(Cl)c1 (stereo not drawn),-1.9%,-40
O=C(NCc1ccc2c(c1)OCO2)c1nn(-c2ccccc2)c(=O)c2ccccc12,1.3%,-9
O=C(CSc1nc(-c2ccc(F)cc2)cs1)N1CCOCC1,0.7%,9
Cc1ccn2cc(-c3cccc([N+](=O)[O-])c3)nc2c1,2.4%,x
C=CCN(c1ccc(Cl)cc1)S(=O)(=O)c1cccc(C(=O)OCC(=O)N(C)C)c1,3.3%,x
O=c1c2c3c(sc2nc(NCCOCCO)n1Cc1ccco1)CCCCC3,-0.1%,6
Cc1ccc(NC(=S)NNC(=O)c2nn(C)cc2Cl)cc1,-5.2%,-5
Cc1ccc(F)cc1NC(=O)C1CC(=O)N(CCc2ccccc2)C1 (stereo not drawn),-5.1%,-8
CCOc1cc2c(cc1OCC)C(c1ccc(OC)c(OC)c1)N(c1ccc(C(=O)O)cc1)C(=O)C2 (stereo not drawn),-2.3%,4
CN(CC(=O)Nc1ccc(Cl)c(C(F)(F)F)c1)Cc1cc(=O)n2ccsc2n1,7.5%,13
COc1ccc(Nc2nc(S(=O)(=O)c3ccc(C)cc3)c(Cl)s2)cc1,-4.9%,8
COc1cc(C(=O)NCC(C)C)cc(OC)c1OC,-0.6%,2
O=C(CO/N=C/c1ccccc1OC(F)F)N1CCc2ccccc21,4.3%,6
COc1cccc(Nc2n[nH]c(=S)s2)c1,-10%,8
Cc1noc(C)c1COc1ccc(CC(=O)NCc2ccccc2)cc1,-3.0%,12
CC1CCN(c2cc(N(C)CCO)c([N+](=O)[O-])c3nonc23)CC1,3.3%,-11
COc1ccc(/C=N/N=C/c2ccc(OC)c(O)c2)cc1O,-2.8%,x
CCCOC(=O)c1ccc(NC(=O)c2cc(Cl)ccc2OC)cc1,-0.8%,19
CCOC(=O)Cc1nc2ccccc2o1,0.5%,0
COc1cccc(OC)c1C(=O)Nc1cc(Cl)ccc1N1CCOCC1,-5.8%,13
O=C(O)COc1c(-c2ccc(Cl)cc2)oc2ccccc2c1=O,4.2%,x
Cc1ccc(C)c(Cn2c(C(=O)OC(C)C)cc3c2ccn3C)c1,5.8%,20
Cc1cc(C)n2nc(CC(=O)NC3CCCCCCC3)nc2n1,-1.2%,-2
O=C(CNC(=O)c1ccccc1Cl)OC1CCOC1=O (stereo not drawn),-2.0%,4
O=c1cc(N2CCOCC2)[nH]c(=O)n1-c1ccc(Cl)cc1,2.3%,-7
COc1ccc(NC(=O)N2CCOCC2)cc1OC,-2.9%,x
CCn1c2ccccc2c2cnc(N=CN(C)C)c(C#N)c21,-3.2%,x
CCNC(=O)N1CCNC(=O)C1CC(=O)OC (stereo not drawn),-1.4%,x
Cc1ccc(C)c(OCc2nc(-c3cccnc3)no2)c1,-0.8%,-10
CCN(CC)S(=O)(=O)c1cccc(NC(=O)COC(=O)CCc2nc3ccccc3s2)c1,4.9%,-1
COc1ccc(C(=O)c2ccccc2)c(OCC(=O)N(C)C)c1,6.6%,-1
CCCCCCP(=O)(O)c1ccccc1,4.2%,x
O=C(c1cccc([N+](=O)[O-])c1)N1CCN(C(=O)c2ccco2)CC1,-5.2%,x
Cc1cc(Cl)ccc1OCCCC(=O)NCCN1C(=O)S/C(=C\c2cccnc2)C1=O,-0.3%,-10
Cc1ccc(NC(=O)c2ccco2)c(NC(=O)C2CCCO2)c1 (stereo not drawn),1.2%,2
Cc1noc(C)c1CSc1nnc(-c2cccnc2)n1C1CCCCC1C (stereo not drawn),-6.2%,-45
Cc1cc(NC(=O)C2CCN(S(=O)(=O)c3cnc[nH]3)CC2)ccc1Br,-2.6%,-10
COc1cc(/C=C/C(=O)OCC(=O)Nc2sc3c(c2C#N)CCC(C)C3)ccc1OCC#N (stereo not drawn),-3.4%,x
CC1CCN(S(=O)(=O)c2ccc3c(c2)c(=O)c(C(=O)NCc2cccs2)cn3C)CC1,-1.8%,x
Cc1cc(C)c(C)c(S(=O)(=O)N[C@@H](C)C(=O)OCc2cc(=O)n3cc(Br)ccc3n2)c1C,0.3%,-1
Cc1nnsc1C(=O)NNC(=O)Nc1ccccc1,-3.8%,x
CC(=O)n1cc([C@@H]2C=C(C(=O)N3CCN(Cc4ccc5c(c4)OCO5)CC3)O[C@H](OCc3ccc(CO)cc3)C2)c2ccccc21,1.6%,x
Cc1ccc(NC(=O)COC(=O)c2ccc(F)cc2Cl)c(Br)c1,5.7%,-6
Cc1nn(C)cc1CNC(=O)c1ccc(F)cc1,0.8%,11

# Shown as tab-separated lines: 6 of the compounds above
canonical_smiles	GlmU inhibition	RmlCD inh 1536
CC1CCN(S(=O)(=O)c2ccc3c(c2)c(=O)c(C(=O)NCc2cccs2)cn3C)CC1	-1.8%	x
Cc1cc(C)c(C)c(S(=O)(=O)N[C@@H](C)C(=O)OCc2cc(=O)n3cc(Br)ccc3n2)c1C	0.3%	-1
Cc1nnsc1C(=O)NNC(=O)Nc1ccccc1	-3.8%	x
CC(=O)n1cc([C@@H]2C=C(C(=O)N3CCN(Cc4ccc5c(c4)OCO5)CC3)O[C@H](OCc3ccc(CO)cc3)C2)c2ccccc21	1.6%	x
Cc1ccc(NC(=O)COC(=O)c2ccc(F)cc2Cl)c(Br)c1	5.7%	-6
Cc1nn(C)cc1CNC(=O)c1ccc(F)cc1	0.8%	11

# The listing picks up with the 3 entries that preceded the break.
SMILES,GlmU inhibition,RmlCD inh 1536
CC(=O)n1cc([C@@H]2C=C(C(=O)N3CCN(Cc4ccc5c(c4)OCO5)CC3)O[C@H](OCc3ccc(CO)cc3)C2)c2ccccc21,1.6%,x
Cc1ccc(NC(=O)COC(=O)c2ccc(F)cc2Cl)c(Br)c1,5.7%,-6
Cc1nn(C)cc1CNC(=O)c1ccc(F)cc1,0.8%,11
O=C(N/N=C/c1ccncc1)NC12CC3CC(CC(C3)C1)C2,-6.5%,-7
O=C(O)CCCC(=O)NCCc1ccncc1,5.4%,x
Nc1nnc(P(c2ccccc2)c2ccccc2)s1,-1.0%,-10
Cc1ccc2c(c1)COc1c3ccc(C(=O)N[C@@H](CO)C(C)C)cc3nn1-2,-4.2%,3
COc1ccc(-n2c(Cc3cccn3C)nnc2SCC(=O)N2CCOCC2)cc1,1.7%,-10
CC(=O)N1CCN(c2ccc(NCc3ccc(F)cc3)cc2)CC1,3.2%,-10
O=C(OCc1cc2ccccc2[nH]c1=O)c1ccccn1,4.0%,-6
CC1(NC(=O)N2CCCCC2)CCS(=O)(=O)C1 (stereo not drawn),8.3%,-2
COc1ccc(CC(=O)NNC2=Nc3cccc4cccc2c34)cc1OC,4.0%,-2
CCOC(=O)c1ccc(NC(=S)NCCCN2CCCC2=O)cc1,3.0%,-10
CC1Oc2ccccc2N(CC(=O)c2ccccc2)C1=O (stereo not drawn),4.8%,7
O=C1[C@@H]2C(c3cccnc3)=NO[C@@H]2C(=O)N1c1ccc2ccccc2c1,-3.8%,9
COc1cc(/C=N/n2c(-c3cc(C)[nH]n3)n[nH]c2=S)cc(OC)c1O,x,-7
CCOC(=O)NNc1cc(C(F)(F)F)ccn1,-0.2%,11
COc1ccc(N2CCN(C(=O)c3ccc(C)c(Cl)c3)CC2)cc1,-11%,x
O=C1ON=C(c2ccc(Cl)cc2)/C1=C/c1ccc(O)cc1,-6.6%,-10
O=C1/C(=C/c2ccccc2)Oc2cc(OC(=O)N3CCOCC3)ccc21,-2.9%,15
CCCSc1nc(=O)n2cccc(C)c2n1,-6.0%,12
Cc1cc(C(=O)O)c(CCCN)s1,-0.7%,10
COc1ccc(Nc2ncc(C(=O)N3CCN(c4ccccc4OC)CC3)c3ccccc23)cc1,-4.3%,x
COc1cc(C(=O)Nc2cc(C)cc(C)c2)c(-n2cnnn2)cc1OC,3.6%,-2
CCCC(=O)OCC(=O)Nc1ccc(N=Nc2ccccc2)cc1,-2.2%,1
Cn1c(=O)cc(SCC(=O)NCC2CCCO2)c2ccccc21 (stereo not drawn),2.5%,14
Cn1c(CO)cnc1SCC(=O)c1ccc(Br)cc1,3.9%,-9
CCOC(=O)C1CCN(c2c(NCCC(C)C)c(=O)c2=O)CC1,8.2%,x
Cc1csc2ncc(C(=O)N3CCc4ccccc43)c(=O)n12,-0.9%,x
CCOC(=O)c1cc2c(=O)n3ccccc3nc2n(Cc2ccccc2)c1=N,3.1%,x
CN(Cc1ccon1)Cc1cn[nH]c1-c1ccc(-c2ccccc2)cc1,-2.6%,11
O=C(CCN1C(=O)c2ccccc2C1=O)Nn1cnnc1,3.7%,5
CN(C)S(=O)(=O)c1ccc(Cl)c(NC(=O)CSc2nnnn2-c2ccc(O)cc2)c1,-1.9%,0
CC1CCCC(C)N1C(=O)CSc1nnc(NC(=O)Cc2cccs2)s1 (stereo not drawn),2.1%,x
Cc1nn(-c2ccccc2)nc1C(=O)c1c(C)[nH]n(-c2ccccc2)c1=O,-6.8%,8
COc1cc(/C=N/N=C/c2c[nH]c(=O)c(C#N)c2Nc2ccccc2)ccc1O,1.1%,6
COCCn1c(-c2ccccc2)nc2ccccc21,-3.1%,x
O=[N+]([O-])c1ccc(-c2nnc(-c3ccccc3)c(N3CCOCC3)n2)cc1,0.6%,14
C=C1CN(CC(=O)OC)S(=O)(=O)c2ccccc21,3.7%,x
Cc1[nH][nH]c(=O)c1C(c1ccc(-c2ccc(Cl)c(Cl)c2)o1)c1c(C)[nH][nH]c1=O,0.7%,10
Cc1cc(C)c(C(=O)COC(=O)c2ccc(NC(=O)CC#N)cc2)cc1C,1.1%,-11
COc1c(OC(C)=O)ccc(/C=C/c2ccc3cccc(OCc4ccccc4)c3n2)c1[N+](=O)[O-],4.6%,1
CN(CC(=O)Nc1ccc(Cl)cc1)C(=O)c1cccc(S(=O)(=O)N(C)C)c1,0.8%,9
OCCC1CN(Cc2nc3ccccc3s2)CCN1C1CCCC1 (stereo not drawn),2.5%,6
CCN(CC)S(=O)(=O)c1ccc2c(c1)[nH]c(=S)n2CC,9.4%,2
O=C(COC(=O)C1=COCCO1)Nc1ccc2c(c1)OCO2,-3.2%,0
CCCCOC(=O)Nc1sc2c(c1C(=O)OC)CCC2,2.0%,x
O=c1nc(SCc2ccc(Cl)cc2)nc(-c2ccccc2)[nH]1,4.0%,16
O=C(O)C1CC=CCC1C(=O)N1CCc2ccccc21 (stereo not drawn),2.8%,x
Cc1ccc(CN2CCN(Cc3cnc(N(C)C)s3)CC2CCO)o1 (stereo not drawn),7.5%,3
O=[N+]([O-])c1ccccc1S(=O)(=O)Oc1ccccc1/C=N/n1cnnc1,2.3%,-1

# Exported tab-delimited: entries from further up.
SMILES	GlmU inhibition	RmlCD inh 1536
Cc1ccc(CN2CCN(Cc3cnc(N(C)C)s3)CC2CCO)o1 (stereo not drawn)	7.5%	3
O=[N+]([O-])c1ccccc1S(=O)(=O)Oc1ccccc1/C=N/n1cnnc1	2.3%	-1

# Continued.
SMILES,GlmU inhibition,RmlCD inh 1536
COC(=O)N[C@H](c1ccccc1)[C@@]1(C)C[C@@H]1[C@@H](C)C(=O)Nc1ccc2ccccc2c1,-1.4%,x
CCCOc1ccccc1C1NC(=O)NC(C)=C1C(=O)OCCOC (stereo not drawn),-1.5%,6
COc1ccc(CNC(=O)CS(=O)CC(=O)O)cc1OC (stereo not drawn),-6.4%,15
CCOCCCn1c(-c2ccc(Cl)cc2)n[nH]c1=S,0.4%,-6
CCCOC(=O)c1ccc(O)c(OC)c1,-6.8%,-3
COc1cc(C)nc(Oc2ccc(OCCOc3ccccc3)nn2)n1,-0.8%,11
COc1ccc(Cn2c(C)c(C)c(C#N)c2NC(=O)Nc2cccc(C)c2)cc1,0.7%,5
Cc1ccccc1OCC(=O)NN1CCN(C)CC1,1.3%,-3
Cc1ccccc1-n1c(-c2csc(C)c2C)n[nH]c1=S,-1.2%,-7
Cc1cc(Cl)ccc1OCCCC(=O)N/N=C/c1cccc([N+](=O)[O-])c1,2.1%,x
